From PubChem BioAssay
AMA1 RON2 block – qHTS for Inhibitors of AMA1-RON; Towards Development of Antimalarial Drug Lead: Primary Screen | Plasmodium falciparum AMA1 (3D7) - RON2 peptide interaction | AlphaScreen AMA1-biotinylated RON2 peptide binding | Potency, µM (top dose mostly 58.2 µM), for the others: at the top dose activity change, negative = inhibition, hits mostly inhibitors | actives 0.2% (n = 360,000);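 further: potency means the concentration at half of the fitted maximal effect; 0% = vehicle wells and -100% = peptide control; nearly all actives have a fitted effect of over 45% in size; some results filed as inactive show a strong effect at the top dose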
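AMA1 (3D7) with his tag at 25 nM final met compounds first, then biotinylated RON2 peptide at 25 nM; detection used donor plus acceptor beads, 10 µg/mL apiece, read by AlphaScreen after 30 min at room temperature.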
Pf growth 96h – Primary qHTS for delayed death inhibitors of the malarial parasite plastid, 96 hour incubation; P. falciparum luciferase reporter growth, 96 h; Potency, µM (series often up to 28.7 µM), for inactives: at the highest dose activity change, negative = inhibition, most hits filed as inhibitors; actives 6.9% (n = 320,000); AID 504834, 2011; further: potency means the concentration at half of the fitted maximal effect; on the % scale 0 is the no-effect control and ±100 the full control effect
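Compounds incubated with erythrocytes infected by luciferase-expressing P. falciparum (2% hematocrit, 0.05% parasitemia final) for 96 hours, 37 C in 5% CO2. Growth inhibition scored as decreased luciferase luminescence.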
Pf growth 48h – Primary qHTS for delayed death inhibitors of the malarial parasite plastid, 48 hour incubation | P. falciparum luciferase growth in erythrocytes, 48 h | Potency, µM (titrated, usually from 28.7 µM), for inactives: top-dose activity change, negative = inhibition, hits mostly inhibitors | actives 5.9% (n = 310,000) | AID 504832, 2011; further: potency means the concentration at half of the fitted maximal effect; on the % scale 0 is the no-effect control and ±100 the full control effect
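Compounds are pin-transferred into medium, infected erythrocytes (2% hematocrit, 0.1% parasitemia final) are added, and plates sit one parasite generation at 37 C in 5% CO2. Detection reagent is then added and luminescence measured.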
Cycloheximide cs – Cycloheximide Counterscreen for Small Molecule Inhibitors of Shiga Toxin | AID 2314, 2010 | cell reporter, cycloheximide protein synthesis inhibition counterscreen | actives 12% (n = 300,000) | max response, %; in the data active means max response mostly above about 13%, no sharp cut-off; inactive means mostly below about 14%; further: read at 38.3 µM for the half of the compounds with a filed dose; 0% is about no effect
TbPYK inhibitor – qHTS of Trypanosoma Brucei Inhibitors | actives 0.12% (n = 410,000) | pyruvate kinase (Trypanosoma brucei), Q57TT1 | Potency, µM (doses to about 76.8 µM), without a hit: at the top dose activity, negative = inhibition, usual class: inhibitors | TbPYK enzyme, Kinase-Glo Plus ATP luminescence, 45 min | AID 624173, 2012; further: potency means the concentration at half of the fitted maximal effect; on the % scale 0 is the no-effect control and ±100 the full control effect; nearly all actives have a fitted effect of over 50% in size
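Quantitative HTS: titrated library compounds versus trypanosomal pyruvate kinase in TEA buffer (pH 7.2) containing KCl, MgCl2, BSA and Tween-20. Reactions were initiated with ADP, 130 uM final. Kinase-Glo Plus luminescence was read after 45 min at RT.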
LmPK inhibitor – qHTS Assay for Inhibitors of Leishmania Mexicana Pyruvate Kinase (LmPK) | purified LmPK, Kinase-Glo ATP luminescence, 1 h | AID 1721, 2009 | actives 0.37% (n = 290,000) | Potency, µM (top dose mostly 57.5 µM), for inactives: top-dose activity change, negative = inhibition, most hits filed as inhibitors | Q27686; further: potency means the concentration at half of the fitted maximal effect; on the % scale 0 is the no-effect control and ±100 the full control effect
Target sequence (Q27686 whole entry, looked up): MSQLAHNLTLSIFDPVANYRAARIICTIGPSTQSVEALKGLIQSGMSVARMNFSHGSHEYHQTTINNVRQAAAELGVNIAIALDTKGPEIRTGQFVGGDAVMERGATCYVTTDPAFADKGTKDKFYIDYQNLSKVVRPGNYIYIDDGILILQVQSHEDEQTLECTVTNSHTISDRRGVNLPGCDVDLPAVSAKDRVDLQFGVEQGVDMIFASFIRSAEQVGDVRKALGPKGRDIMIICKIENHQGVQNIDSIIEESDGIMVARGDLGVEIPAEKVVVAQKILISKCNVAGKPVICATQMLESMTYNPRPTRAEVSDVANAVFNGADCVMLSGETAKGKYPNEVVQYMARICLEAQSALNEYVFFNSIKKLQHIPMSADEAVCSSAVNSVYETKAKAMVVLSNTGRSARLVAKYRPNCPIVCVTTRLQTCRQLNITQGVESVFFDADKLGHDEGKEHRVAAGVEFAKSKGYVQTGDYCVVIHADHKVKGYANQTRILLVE
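0.1 nM LmPK, 0.5 mM PEP, 0.1 mM ADP; 50 mM imidazole pH 7.2, 7 mM MgCl2, 50 mM KCl; 1 h RT. Kinase-Glo luminescence readout, normalized to no-enzyme (full inhibition) and uninhibited wells.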
Shiga toxin inh – A qHTS for Small Molecule Inhibitors of Shiga Toxin | Vero cells, Shiga toxin protein synthesis inhibition reporter | inhibition, % at 38.7 µM | actives 9.2% (n = 290,000) | AID 2315, 2010; in the data active means inhibition mostly above about 28%, no sharp cut-off; inactive means mostly below about 43%; further: 0% is about no effect
An asterisk follows results filed as active; ? = inconclusive; . = no result given; & = joins results of further samples; ! = not active in a repeat; [ ] = dose if it differs, or a comment. Unless noted, the call rests on the fitted dose curve; in most records, active means well fitted curve in the direction sought with a large enough effect; inconclusive means small, poorly fitted or top-dose-only effect, or another doubt; inactive means no such curve, though single readings can be large; an effect the other way counts as inactive or inconclusive.

No.	mol	AMA1 RON2 block	Pf growth 96h	Pf growth 48h	Cycloheximide cs	TbPYK inhibitor	LmPK inhibitor	Shiga toxin inh
1	COc1cccc(C(=O)NC2(C(F)(F)F)N=C3SCCN3C2=O)c1 (centres undefined)	6.4%	.	-3.1%	-0.3	-8.0%	0.1%	1.1
2	CC1(C)CC(=O)C2=C(C1)OC(N)=C(C#N)C21C(=O)N(Cc2ccccc2Cl)c2ccccc21 (centres undefined)	9.7%	-15.2%	.	-2.6	-8.7%	-4.8%	-7.7
3	Nc1nc2c(F)cccc2s1	13.5%	0.0%	15.0%	10.5	1.8%	-0.2%	-12.0
4	CCN(CC)CCOC(=O)c1cccnc1	.	?	?	.	2.1%	.	.
5	CCCCC(=O)OCc1c(-c2ccccc2)ncc2ccccc12	-4.4%	?	-5.7%	.	0.0%	.	.
6	Cc1ccc([N+](=O)[O-])cc1NC(=O)Nc1ccc(S(N)(=O)=O)cc1	8.7%	39.9%[activator]	50.6%[activator]	-3.4	3.8%	-1.0%	-8.3
7	N=C(N)c1c(O)n(C2CCCCC2)c(=O)n(C2CCCCC2)c1=O	-4.0%	13.7%	?	-3.1	-10.2%	-1.2%	-11.9
8	Cc1cc(=O)oc(C)c1C(=O)NCCc1ccc(F)cc1	8.4%	23.7%	24.4%	-4.3	3.7%	4.1%	-6.2
9	Cc1ccc2nc3c(cc(C(=O)NC4CCCCC4)c(=N)n3C3CCCCC3)c(=O)n2c1	-4.4%	40.9%[activator]	?	-1.2	-2.3%	-0.1%	13.3
10	CCc1ccc(OCC(O)CN2CCN(c3ccc(OC)cc3)CC2)cc1 (centres undefined)	?	?	-40.2%[0.00184 µM]	6.7	-8.6%	-1.1%	-6.8
11	O=C(COC(=O)C1CCN(S(=O)(=O)c2c(Cl)cccc2Cl)CC1)NCc1ccco1	-1.5%	1.5%	1.2%	.	-8.1%	.	.
12	Cc1ccc(S(=O)(=O)CC(CN2CCOCC2)N2CCOCC2)cc1 (centres undefined)	10.5%	-17.8%	-0.2%	-1.1	-3.8%	-1.8%	-5.6
13	O=C(Nc1ccccc1C(=O)N1CCCCCC1)c1ccc(Cl)cc1	-0.1%	49.3%[activator]	-24.2%	-1.9	4.5%	3.2%	-2.6
14	O=C(NCC(=O)N1CCN(S(=O)(=O)/C=C/c2ccccc2)CC1)c1ccc(Cl)cc1	-2.0%	5.1%	0.0%	-1.9	1.2%	10.9%	-0.2
15	COc1ccccc1-n1c2nc3ccccc3nc2c2c(=O)n(-c3cc(C)cc(C)c3)cnc21	-4.9%	?	13.1µM*	4.4	3.6%	1.7%	-8.9
16	Oc1cccc(Nc2ncnc3ccccc23)c1	-4.1%	10.7%	-15.8%	13.2	-4.3%	-8.7%	2.6
17	O=C1Nc2cc(Cl)c(Cl)cc2N(O)N1c1cccc(Cl)c1	-4.7%	79.8%[activator]	32.1%[activator]	-5.4	-0.7%	8.2%	-17.8
18	O=C(O)c1ccc2c(c1)C(=O)N(c1cc([N+](=O)[O-])ccn1)C2=O	0.0%	11.8%	2.7%[0.00184 µM]	-4.0	-1.1%	-0.3%	3.7
19	Cn1ccnc1SCCNC(=O)C1CCC(=O)N(Cc2ccc(Cl)cc2)C1 (centres undefined)	5.3%	-17.4%	5.6%	0.8	-1.0%	-3.6%	-3.4
20	Cc1ccc(CN2C(=O)CCC2C(=O)NCc2ccco2)cc1 (centres undefined)	-0.8%	7.3%	7.2%	-4.8	2.9%	2.2%	-10.4
21	O=C(Cn1ncc(N2CCOCC2)c(Br)c1=O)c1ccc(Cl)cc1	13.7%	40.4%[activator]	53.4%[activator]	34.8*	0.9%	2.3%	79.6*
22	CC(=O)Nc1ccc(S(=O)(=O)Nc2cccc(-c3cn4cccnc4n3)c2)cc1	1.8%	7.7%	?	11.2	10.2%	-1.0%	-3.3
23	Cc1cc(S(=O)(=O)Nc2ccc3c(c2)COC3=O)ccc1F	-10.4%	?	23.2%	12.0	-18.5%	8.8%	27.5
24	Cc1ccccc1-n1c(-c2ccco2)n[nH]c1=S	49.1%[activator]	-21.9%	-6.6%	-4.7	?	?	-8.0
25	Cc1ccccc1N(C(=O)Cn1nnc(-c2ccc(F)cc2)n1)C(C(=O)NC(C)(C)C)c1ccncc1 (centres undefined)	8.9%	-17.7%	37.4%[activator]	8.8	-3.8%	5.6%	18.6
26	COc1ccccc1CNC(=O)c1ccc(CS(=O)(=O)c2ccccc2)o1	-2.5%	?	-13.2%	-1.7	-6.6%	0.9%	2.1
27	O=C(CN(Cc1ccccc1)C(=O)CCC(=O)Nc1ccccn1)NCc1ccco1	-0.4%	-12.8%	-2.9%	-5.1	-10.8%	-0.1%	-12.4
28	CSc1ccccc1OCc1cc(C(=O)NCc2cccc(C)n2)no1	20.2%	4.15µM*	-9.2%	80.2*	1.6%	-10.4%	99.5*
29	CC(C)C[C@H](NC(=O)C1CCN(S(=O)(=O)c2ccccc2)CC1)C(=O)NCc1cccnc1	2.8%	16.9%	-7.7%	-4.5	-2.4%	-0.7%	1.9
30	COc1ccc(NC(=O)c2c3c(nc4ccccc24)CCC3)cc1	5.1%	?	?	-1.8	-1.9%	4.9%	-12.5
31	O=C(Cc1cccc2ccccc12)NNC(=O)Nc1cccc(Cl)c1	55.6%[activator]	122.3%[activator]	2.1%	-2.1	-0.8%	5.1%	-5.9
32	O=C(Nc1ccc(NC(=O)c2cccnc2)cc1)c1ccccc1	-0.2%	-25.6%	30.0%[activator]	1.2	-1.1%	-7.1%	17.1
33	CSCCC(NC(=O)CCN1C(=O)c2ccccc2C1=O)C(=O)O (centres undefined)	-4.0%	83.4%[activator]	28.3%	-2.6	2.8%	0.3%	-3.6
34	CC1(C)CC(=O)C=C(c2ccc(-c3ccccc3)cc2)C1	-3.8%	-5.3%	70.2%[activator]	.	-4.6%	.	.
35	CSC1=NC2(CC(c3ccccc3)Oc3cc(O)ccc32)CC(C)(C)N1 (centres undefined)	-4.0%	?	?	-6.2	6.3%	2.5%	-6.2
36	COc1ccc2c(c1OC)C(=O)O[C@H]2[C@@H]1c2cc3c(cc2CCN1C)OCO3	4.2%	15.1µM*!	-20.8%&0.6%	.	-6.7%&3.9%	.	.
37	COc1cccc(-c2ccc(C#N)c(OC(=O)c3c(Cl)cccc3Cl)n2)c1	29.9%	13.5%	?	-3.1	2.1%	1.7%	-16.5
38	Cc1cc(C(=O)CSc2nnc(-c3ccccc3)n2-c2ccccc2)c(C)n1-c1ncn[nH]1	-11.3%	?	.	-2.3	-13.3%	10.9%	7.9
39	O=C(N/N=C/c1ccc(Br)cc1)c1ccccc1-n1cccc1	-18.7%	-0.1%	-2.6%	-2.2	-1.5%	-2.8%	-10.6
40	COc1cccc(N2CCN(C(=O)c3ccccc3SCC(=O)NCc3ccco3)CC2)c1	0.0%	-15.1%	?	.	-21.6%	.	.
41	Cc1ccccc1C(=O)OCC(=O)N(C)c1c(N)n(Cc2ccccc2)c(=O)[nH]c1=O	1.5%	?	38.5%[activator]	.	3.7%	.	.
42	CC1Sc2ccc(S(=O)(=O)CCC(=O)NC3CCCCCC3)cc2NC1=O (centres undefined)	6.0%	62.4%[activator]	-10.0%	-4.3	-1.6%	7.4%	-14.2
43	CCOC(=O)CSc1nc2sc3c(c2c(=O)n1-c1ccc(OCC)cc1)CCN(C)C3	10.3%	0.738µM*	13.1µM*	4.7	3.3%	6.6%	-5.3
44	CCn1c(SCC#N)nc2ccccc2c1=O	12.9%	18.4%	-6.8%	1.1	0.6%	7.9%	-7.7
45	CCOc1ccc(NC(=O)CC(NC(C)=O)c2ccccc2)cc1S(=O)(=O)N1CCCC1 (centres undefined)	1.0%	?	?	.	-1.5%	.	.
46	C/C(CC(=O)Nc1ccc(Cl)cc1Cl)=N\NC(=O)c1ccncc1	113.6%[activator]	-12.5%	4.3%	18.7	0.4%	2.2%	19.2
47	CC(=O)c1cccc(NC(=O)COc2ccc(S(=O)(=O)N3CCOCC3)cc2)c1	-1.1%	?	?	0.9	0.9%	6.2%	-10.1
48	COc1cc(-c2onc3ccc(Br)cc23)cc(OC)c1OC	-0.5%	67.6%[activator]	15.5%	-5.3	-15.7%	-4.0%	-8.6
49	CCC(C(=O)OCC(=O)NC(=O)c1ccccc1OC)c1ccccc1 (centres undefined)	-6.3%	2.3%	11.7%	.	1.4%	.	.
50	CCCn1c(C)cc(=O)c2cc(NC(=O)c3cnccn3)ccc21	-14.5%	21.8%	30.0%	-1.7	0.3%	10.2%	-3.7
51	CNc1cc(N2CCNCC2)ccc1[N+](=O)[O-]	-2.0%	?	12.6%	-1.6	-3.9%	-3.1%	-6.9
52	Cc1ccc(S(=O)(=O)N2CCN(C(=O)CCC(=O)N3CCc4ccccc43)CC2)cc1	9.7%	7.1%	.	1.7	0.2%	11.3%	-8.5
53	COC(=O)[C@@H](NC(=O)N1CCC(Cc2ccccc2)CC1)C(C)C	13.0%	16.2%	-10.3%	-1.2	-0.6%	8.0%	22.9

Some of the entries so far, with values under each structure:
Results follow in this order: AMA1 RON2 block, Pf growth 96h, Pf growth 48h, Cycloheximide cs, TbPYK inhibitor, LmPK inhibitor, Shiga toxin inh
[49] CCC(C(=O)OCC(=O)NC(=O)c1ccccc1OC)c1ccccc1 (centres undefined)
  -6.3%, 2.3%, 11.7%, ., 1.4%, ., .
[50] CCCn1c(C)cc(=O)c2cc(NC(=O)c3cnccn3)ccc21
  -14.5%, 21.8%, 30.0%, -1.7, 0.3%, 10.2%, -3.7
[51] CNc1cc(N2CCNCC2)ccc1[N+](=O)[O-]
  -2.0%, ?, 12.6%, -1.6, -3.9%, -3.1%, -6.9
[52] Cc1ccc(S(=O)(=O)N2CCN(C(=O)CCC(=O)N3CCc4ccccc43)CC2)cc1
  9.7%, 7.1%, ., 1.7, 0.2%, 11.3%, -8.5
[53] COC(=O)[C@@H](NC(=O)N1CCC(Cc2ccccc2)CC1)C(C)C
  13.0%, 16.2%, -10.3%, -1.2, -0.6%, 8.0%, 22.9
